SMN2 splice up: increases expression of the SMN2 splice variant; actives 2.8% (n = 210,000); AID 1458; HEK293 SMN2-luciferase splicing reporter, luminescence, 30-36 h; Potency, µM (series often up to 46.1 µM), inactives show at the highest dose activity change, positive = activation, most hits filed as activators; further: % of control where 0% means no effect; nearly all actives have a fitted effect of over 55% in size
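qHTS luciferase splicing reporter: luminescence rises when SMN2 exon 7 is included in transfected HEK293 cells. Compound exposure lasted 30-36 h at 37C, with 4.5 mM final sodium butyrate as control, followed by a ONE-Glo read.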
HttQ103 aggreg: reduces HttQ103-GFP aggregates in PC12 cells | PC12 HttQ103-GFP aggregates, Acumen cytometry, 40 h | Potency, µM (doses to about 46.1 µM), without a hit: at the top dose activity change, negative = inhibition, actives largely listed as inhibitors | actives 1.1% (n = 220,000) | AID 1688; further: on the % scale 0 is the no-effect control and ±100 the full control effect; nearly all actives have a fitted effect of over 60% in size
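Inducible Q103 Huntingtin exon 1–GFP PC12 line, 1500 cells/well in phenol red free DMEM with 5% equine and 5% calf serum. Tebufenozide 100 nM induced expression; compounds titrated; aggregates quantified by cytometry.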
ALDH1A1 block: blocks purified human ALDH1A1 activity; P00352; Purified ALDH1A1, NADH fluorescence, propionaldehyde substrate; Potency, µM (highest dose often 75.3 µM), for the others: top-dose activity, negative = inhibition, actives largely listed as inhibitors; actives 7.3% (n = 220,000); active means well fitted inhibition curve with a large enough effect, not every such curve was filed as active; inconclusive means small, poorly fitted or top-dose-only effect, or another doubt; inactive means no such curve, though single readings can be large or run the other way;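 further: plate controls were no enzyme wells and a reference inhibitor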
Target sequence (P00352 whole entry, looked up): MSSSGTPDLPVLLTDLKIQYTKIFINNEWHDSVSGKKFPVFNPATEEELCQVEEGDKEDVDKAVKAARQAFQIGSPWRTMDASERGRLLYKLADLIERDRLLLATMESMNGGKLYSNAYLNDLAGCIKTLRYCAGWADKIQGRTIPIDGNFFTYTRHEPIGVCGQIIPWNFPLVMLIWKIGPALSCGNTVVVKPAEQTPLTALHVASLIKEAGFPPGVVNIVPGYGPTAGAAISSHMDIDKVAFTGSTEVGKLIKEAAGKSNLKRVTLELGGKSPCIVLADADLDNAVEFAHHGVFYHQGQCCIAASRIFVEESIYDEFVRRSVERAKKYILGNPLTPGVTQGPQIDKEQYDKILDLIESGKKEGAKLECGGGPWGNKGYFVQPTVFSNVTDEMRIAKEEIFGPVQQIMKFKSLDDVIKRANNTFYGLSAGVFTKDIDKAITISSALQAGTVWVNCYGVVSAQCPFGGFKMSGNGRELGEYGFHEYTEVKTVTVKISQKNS
Tau fibril FP: tau fibrillization inhibition (FP); K18 P301L tau heparin fibrillization, Alexa594 FP, 6 h; Potency, µM (doses to about 57.7 µM), inactives show at the top dose activity, negative = inhibition, actives largely listed as inhibitors; P10636; actives 0.39% (n = 280,000); further: on the % scale 0 is the no-effect control and ±100 the full control effect; nearly all actives have a fitted effect of over 55% in size
Target sequence (P10636 561-689 P618L limits assumed): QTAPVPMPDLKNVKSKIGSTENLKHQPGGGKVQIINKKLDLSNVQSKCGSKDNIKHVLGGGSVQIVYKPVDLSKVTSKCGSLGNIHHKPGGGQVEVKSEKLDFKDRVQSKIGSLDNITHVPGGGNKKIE
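FP of Alexa 594-tau after heparin (20 uM) induction. Substrate: human K18 P301L, 15 uM unlabeled, 0.24 uM labeled. Buffer 100 mM sodium acetate pH 7. 6 hr, 37 C.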
JMJD2E inh: JMJD2E (human) inhibition; JMJD2E catalytic domain, FDH-coupled NADH fluorescence (FDH is formaldehyde dehydrogenase); Potency, µM (titrated, usually from 57.1 µM), for the others: top-dose activity change, negative = inhibition, usual class: inhibitors; actives 1.6% (n = 230,000); AID 2147; active means well fitted inhibition curve with a large enough effect, not every such curve was filed as active; inconclusive means small, poorly fitted or top-dose-only effect, or another doubt; inactive means no such curve, though single readings can be large or run the other way;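 further: 0% = wells with enzyme and -100% = buffer wells without enzyme; nearly all actives have a fitted effect of over 50% in size; many of its hits are not listed in these tables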
Target sequence (B2RXH2 1-337 limits assumed): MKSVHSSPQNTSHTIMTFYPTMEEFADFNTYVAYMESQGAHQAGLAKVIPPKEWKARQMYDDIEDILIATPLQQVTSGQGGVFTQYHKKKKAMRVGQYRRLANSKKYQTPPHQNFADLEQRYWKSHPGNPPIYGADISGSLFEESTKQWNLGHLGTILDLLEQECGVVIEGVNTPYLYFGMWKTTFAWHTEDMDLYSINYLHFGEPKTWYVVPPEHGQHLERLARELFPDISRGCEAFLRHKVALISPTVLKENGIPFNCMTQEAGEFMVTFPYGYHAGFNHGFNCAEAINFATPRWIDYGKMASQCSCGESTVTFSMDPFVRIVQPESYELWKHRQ
HTT ATP protect: Huntington cell model cytoprotection by ATP luminescence. PC12 HTT-Q103 induced, cytoprotection, ATP luminescence, 40 h. Potency, µM (top dose mostly 56.4 µM), inactives show cytoprotection (ATP increase), actives largely listed as activators. AID 1471. actives 0.14% (n = 230,000);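 further: % of control where 0% means no effect; nearly all actives have a fitted effect of over 45% in size; toxic huntingtin expression switched on by the ecdysone agonist tebufenozide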
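Rat PC12, Q103 Htt exon1-GFP fusion, ecdysone promoter; tebufenozide inducer 100 nM final; compound titration; qHTS, 1500 cells/well; ATPlite luminescent read.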
Tau ThT inhib: inhibitors of human tau fibril formation, thioflavin T binding; P10636; actives 2.1% (n = 270,000); Potency, µM (highest dose often 57.4 µM), without a hit: top-dose activity, negative = inhibition, most hits filed as inhibitors; recombinant tau K18 P301L, heparin-induced fibrillization, ThT fluorescence; AID 1460; further: on the % scale 0 is the no-effect control and ±100 the full control effect; nearly all actives have a fitted effect of over 55% in size
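Recombinant human tau K18 fragment […] carrying P301L, 15 uM unlabeled plus 0.24 uM Alexa 594-labeled, was fibrillized with 20 uM heparin in 100 mM sodium acetate pH 7 for 6 hr at 37 C; 30 uM ThT fluorescence read after 1 hr.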
Tau fluor cs: counter-screen for tau fibril formation inhibitors | actives 0.93% (n = 280,000) | tau K18 P301L Alexa594 fluorescence, heparin fibrillization | Potency, µM (highest dose often 57.7 µM), inactives show at the top dose activity change, negative = decrease; further: on the % scale 0 is the no-effect control and ±100 the full control effect; nearly all actives have a fitted effect of over 55% in size
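Human tau K18 P301L (15 uM unlabeled, 0.24 uM Alexa 594-labeled) in 100 mM sodium acetate pH 7 with 20 uM heparin, 6 hr at 37 C. ThT 30 uM added, 1 hr ambient; Alexa 594 FP and total fluorescence read at 555/632 nm.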
The depositor's hits bear a star; ? = inconclusive; / = not tested or not shown; & = joins results of further samples; [ ] = dose if it differs, or a comment. Unless noted, the call rests on the fitted dose curve; in most records, active means well fitted curve in the direction sought with a large enough effect; inconclusive means small, poorly fitted or top-dose-only effect, or another doubt; inactive means no such curve, though single readings can be large; an effect the other way counts as inactive or inconclusive. Potency means the concentration at half of the fitted maximal effect. Only part of the results is shown; rates above refer to the full screens.

SMILES | SMN2 splice up | HttQ103 aggreg | ALDH1A1 block | Tau fibril FP | JMJD2E inh | HTT ATP protect | Tau ThT inhib | Tau fluor cs
Cc1ccc(-n2nc(C(=O)N/N=C/c3cccc(C(F)(F)F)c3)c3ccccc3c2=O)cc1C | 12.2% | 12.6% | -1.4% | 8.1% | 8.2% | -13.8%[10 µM] | -14.9% | -8.4%
N#C/C(=C\Nc1ccc2cn[nH]c2c1)c1nc(-c2ccc(Cl)cc2)cs1 | -7.0% | -4.3% | ? | -16.9% | -12.1% | -10.5% | ? | ?
COc1cccc(NC(=O)C2CCCN(S(=O)(=O)c3cccc4nonc34)C2)c1 (stereo unspecified) | -0.8%&-14.2% | -4.9% | 0.9% | -7.0%&-1.9% | -5.3% | -40.0%[inhibitor] | -3.6%&-0.9% | -13.6%&-19.6%
C=CCOC(=O)C1=C(C)NC(=O)NC1/C=C/c1ccccc1 (stereo unspecified) | -12.3% | -5.4% | -0.5% | -11.0% | 2.4% | 6.0% | 0.4% | -4.9%
CCOC(=O)c1oc2cccc(OCC(O)CNC(C)C)c2c1C (stereo unspecified) | 58.7% | -5.8% | ? | -2.3% | ? | -28.1%[0.074 µM] | -2.1% | -9.3%
Cc1ccc(NC(=O)Cn2c(=O)n(CCC(=O)NCc3ccccc3Cl)c(=O)c3ccccc32)cc1 | 20.2% | / | / | ? | / | / | 11.3% | -4.1%
O=C(Nc1ccc(OC(F)(F)F)cc1)C1=NCCN1 | 2.3% | 0.6% | -5.1% | -1.0% | 2.8% | -16.1%[10 µM] | -14.6% | -10.4%
N#Cc1c(-c2ccco2)cc(-c2ccccc2)[nH]c1=O | / | -8.7%[9.22 µM] | / | -10.8% | ? | 8.2%[10 µM] | / | -17.1%
COc1ccc(OC)c(C(=O)CSc2nccc(-c3ccc(Br)cc3)n2)c1 | 5.9% | 15.0% | 76.8%[activator] | ? | 301.9%[activator] | 5.5%[10 µM] | -19.8% | ?
COc1ccc(-c2nnc(SCC(=O)NNC(=O)c3ccc(C)cc3)o2)cc1 | -16.7% | -2.7% | 6.9% | 6.1% | -3.1% | 27.7%[10 µM] | -10.9% | -2.6%
Cc1cc(NC(=O)c2ccc(Br)o2)cc(-c2nc3ccccc3o2)c1O | ? | / | / | 7.8% | / | / | -21.2% | ?
COc1ccc(S(=O)(=O)c2cc(NS(=O)(=O)c3ccc(Cl)cc3)c(C)c(C)c2O)cc1 | -4.3% | / | / | ? | / | / | 9.3% | -25.9%
CCCc1[nH]nc2c1C(Cc1ccccc1)C(C#N)=C(N)O2 (stereo unspecified) | -0.6% | -14.9% | 5.5% | -6.4% | -4.3% | -11.1%[10 µM] | -6.1% | -8.7%
COc1ccc(S(=O)(=O)Cc2ccc(C(=O)NCCc3ccc(S(N)(=O)=O)cc3)o2)cc1 | -1.6% | -15.7% | 8.3% | 3.0% | 3.0% | -6.8% | -4.9% | -3.0%
CCc1cc2c(=O)c(-c3nc4ccccc4n3C)c(C)oc2c(CN2CCCCC2)c1O | / | -3.2%[9.22 µM] | / | -6.2% | ? | 6.5%[10 µM] | 0.7% | 0.6%
CCC1CCCCN1C(=O)c1nn(-c2ccc(C)cc2)c(=O)c2c1c1ccccc1n2C (stereo unspecified) | 1.2% | / | / | -7.0% | / | / | -0.8% | -6.9%
CCSc1nc2c([nH]c3ccccc32)c(=O)n1C | -13.6% | -7.8% | ? | -0.7% | ? | 5.7% | -4.1% | -2.5%
CC(C)(C)NC(=O)C(c1cccs1)N(Cc1cccs1)C(=O)c1csnn1 (stereo unspecified) | / | 2.8%[9.22 µM] | -9.1% | -2.1% | -6.9% | -7.6%[10 µM] | -14.2% | -7.8%
Cc1ccc(/C=C/C(=O)Nc2ccc3nc(N4CCC(C)CC4)cc(C)c3c2)cc1 | -0.8% | / | / | 0.0% | / | / | 2.51µM* | 6.31µM*[quencher]
O=C(Nc1cccc(Cl)c1)c1ccc(F)c(S(=O)(=O)N2CCN(c3ccccn3)CC2)c1 | -35.9%[inhibitor] | ? | ? | ? | ? | / | 4.4% | ?
COc1ccc(C2C/C(=N\O)C(C)(C)O2)cc1 (stereo unspecified) | -0.3% | -5.2% | 9.6% | -9.1% | 0.6% | 0.0% | 0.9% | 2.2%
CC(=O)N1CCC2(CC1)C(C#N)=C(N)OC1=C2C(=O)CC(C)(C)C1 | -14.4% | 2.3% | ? | -1.2% | -14.4% | 11.6% | -6.5% | 5.3%
O=C(Nc1ccccc1)c1csc(-c2ccccc2)n1 | 2.2% | 14.4% | 0.8% | -7.1% | -5.9% | -13.1% | -16.5% | -29.4%
COC(=O)c1c(NS(C)(=O)=O)sc2c1CCCC2 | 11.4% | -22.2% | ? | -10.1% | -2.1% | -12.3% | -16.4% | -0.9%
CSCCC(Nc1nc2ccccc2s1)C(=O)O (stereo unspecified) | 0.0% | 17.8% | ? | -2.6% | -0.3% | 10.6%[10 µM] | -4.3% | 5.5%
O=C(NCc1ccccc1)c1c[nH]c2ccc(S(=O)(=O)Nc3ccc4c(c3)OCCO4)cc2c1=O | -11.3% | -14.8% | ? | ? | 0.3% | -29.1% | -10.0% | 10µM*[quencher]
CCOC(=O)N1CCN(c2ccc(S(=O)(=O)N(Cc3ccccc3)Cc3ccccc3)cn2)CC1 | -69.4%[inhibitor] | ? | ? | -5.4% | ? | 11.2%[10 µM] | -14.5% | -18.6%
CC(C)n1cnc2c(NCc3ccccc3)nc(NCc3ccccc3)nc21 | / | -20.4%[9.22 µM] | / | 13.3% | ? | 12.0%[10 µM] | ? | ?
COc1ccc(S(=O)(=O)N2CCOCC2)c(C)c1C | -21.4% | 0.5% | ? | 7.4% | -5.2% | 22.4%[10 µM] | 11.7% | 7.2%
CCN1C(=O)CC(N2CCC(Cc3ccccc3)CC2)C1=O (stereo unspecified) | -1.6% | -5.3% | 3.7% | -5.5% | -1.6% | -0.7%[10 µM] | -4.3% | 1.2%
O=C(c1ccccc1)c1nccn1-c1ccc(Cl)nn1 | / | 1.5%[9.22 µM] | ? | 0.4% | -1.8% | -6.6%[10 µM] | -6.6% | -8.1%
Cc1cccc(NC(=S)NNC(=O)c2cc3c(s2)CCC(C)C3)c1C (stereo unspecified) | 10.6% | 10.7% | 6.31µM* | 8.0% | -4.5% | / | ? | ?
O=C(NCCCN1CCOCC1)c1sc2cc(F)ccc2c1Cl | 13.2% | 0.0% | 5.1% | 0.8% | 4.7% | -50.7%[inhibitor] | 1.0% | 4.1%
COc1nc(OC)nc(Oc2ccc([N+](=O)[O-])cc2Cl)n1 | -2.1% | 5.1% | 2.2% | 1.9% | -6.0% | / | 2.7% | 5.7%
O=C(Cn1cnc2c(cnn2-c2ccccc2)c1=O)Nc1ccc(S(=O)(=O)N2CCOCC2)cc1 | -30.0%[inhibitor] | 9.8% | 4.7% | -11.1% | -4.6% | -12.4%[10 µM] | 8.3% | -26.9%
COC(=O)c1[nH]c2ccc(C)cc2c1NC(=O)CN1CCN(c2ccc(F)cc2)CC1 | -38.8%[inhibitor] | -27.0% | ? | ? | ? | 1.58µM* | ? | ?
CCn1c(SCC(=O)Nc2nc3ccccc3s2)nnc1-c1ccc(OC)cc1 | 23.4% | -8.0% | -1.6% | ? | 2.4% | -20.8% | -5.1% | -2.3%
CSCC(C)N1CCC(CO)(CCCc2ccccc2)CC1 (stereo unspecified) | / | -19.6%[9.22 µM] | -9.6% | -3.7% | ? | -9.2%[10 µM] | -2.5% | -4.0%
CCCCCNC(=O)c1ccc2c(=O)n(CCCN3CCCC3=O)c(=S)[nH]c2c1 | -30.9%[inhibitor] | -9.5% | ? | -6.7% | 4.8% | -25.6% | -3.0% | -9.6%
Cc1ccc(-c2csc(NC(=O)Cn3[nH]c(=O)c4ccccc4c3=O)n2)cc1 | -10.2% | 7.9% | 3.4% | 2.9% | -7.3% | -51.9%[inhibitor] | ? | -18.7%
CC(C)OC(=O)c1cc2c(ccn2C)n1CC(=O)N(Cc1ccccc1)c1ccc(F)cc1 | 133.6% | -8.7% | ? | 3.2% | -1.0% | 13.6%[10 µM] | ? | -26.5%
CCCOC(=O)C1C2C=CC3(CN(c4ccc(Cl)c(F)c4)C(=O)C13)O2 (stereo unspecified) | 25.6% | 18.4% | -7.1% | 0.6% | 6.7% | -11.3%[10 µM] | -8.4% | -6.9%
Cc1nnc(SCC2=C(C(=O)O)N3C(=O)C(NC(=O)c4cccc(F)c4F)C3SC2)s1 (stereo unspecified) | 1.5% | -3.8% | -13.5% | ? | -4.6% | 23.4% | ? | -13.1%
Cc1ccc(OCc2nc(-c3ccccn3)no2)c(Br)c1 | -61.5%[inhibitor] | ? | ? | 4.4% | -2.3% | -116.6%[inhibitor] | ? | -15.3%
CCOC(=O)C(=NCCCN1CCOCC1)NNc1cccc(C(F)(F)F)c1 | -19.2% | -8.9% | 2.7% | 2.0% | ? | 29.1% | -11.0% | -25.6%
c1ccc(-c2cc(N3CCOCC3)nc3ccccc23)cc1 | -17.1% | ? | ? | -12.7% | ? | -27.1% | -15.5% | -14.1%
c1csc(CN2CCN(Cc3cccs3)C2c2cccs2)c1 | 42.7% | ? | -3.3% | -2.9% | 187.0%[activator] | 1.5% | -14.2% | -5.3%
CCN(CC)S(=O)(=O)c1ccc(N2Cc3ccccc3C2=N)cc1 | / | -11.2% | 9.8% | -3.5% | -5.1% | ? | -0.7% | -8.4%
COC(=O)c1ccccc1NC(=O)c1c(O)c2cccc3c2n(c1=O)CCC3 | -2.9% | 0.0% | ? | 0.3% | -5.0% | 1.8% | -5.3% | -3.5%
COc1ccc(NC(=O)[C@@H](c2ccccc2)N2Cc3ccccc3C2=O)cc1OC | 21.6% | / | / | 1.7% | / | / | -7.2% | -20.9%

ALDH1A1 block, entries above that show a hit
| SMILES | SMN2 splice up | HttQ103 aggreg | ALDH1A1 block | Tau fibril FP | JMJD2E inh | Tau ThT inhib |
| --- | --- | --- | --- | --- | --- | --- |
| Cc1cccc(NC(=S)NNC(=O)c2cc3c(s2)CCC(C)C3)c1C (stereo unspecified) | 10.6% | 10.7% | 6.31µM* | 8.0% | -4.5% | ? |

Screens deposited in PubChem by National Center for Advancing Translational Sciences (NCATS).
